# HT1080 viability – cytotoxicity in HT1080 fibrosarcoma cells, cell-based, fluorescence readout (AID 620); HT1080 viability, fluorescence; higher % means a stronger effect; one-dose cytotoxicity, % at 10 µM; EC50 in µM for titrated hits; actives 0.42% (n = 87,000); in the data active means cytotoxicity above about 50%;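 further: cells exposed to compound overnight then 4 h with Alamar Blue; 0% = vehicle DMSO and 100% = killing control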
# Starred values were filed as active, the others as inactive. These rows are one share of the data. The share of hits here may be higher or lower than overall.
SMILES,HT1080 viability
COc1cc(CNn2nnnc2N)cc(Br)c1OCc1c(Cl)cccc1Cl,1%
Cc1cccc(NC(=O)CSc2nc3ccccc3c3nc(CCc4c(C)n[nH]c4C)nn23)c1,-3%
COc1ccc2nc(SCC(=O)Nc3c(C)cc(C)cc3C)[nH]c2c1,-8%
O=CNc1ccc(S(=O)(=O)NCc2ccccc2)cc1,-8%
Cc1nc(N)c(C#N)c(-c2ccccc2Cl)c1C,6%
Cc1ccc(-c2nnc(SCC(=O)N3CCOCC3)nc2-c2ccc(C)cc2)cc1,10%
COC(=O)Nc1ccc(S(=O)(=O)N2CCC(C)CC2)cc1,7%
CCCC(C)c1nnc(NC(=O)CS(=O)(=O)Cc2ccccc2)s1 (stereo unspecified),-29%
CC(C)=CCC/C(C)=C/CC(C)(C)CNCCN1CCNCC1,56%*
CC(=O)c1cccc(NS(=O)(=O)c2cc(OCC(N)=O)c(C)cc2Cl)c1,-5%
Cc1ccc(S(=O)(=O)/N=C2\C(=O)c3ccccc3C([O-])=C2n2cc[n+](CCC(C)C)c2)cc1,-7%
CCCNC(=O)Cn1c(=O)oc2ccccc21,-10%
CCCNC(=O)Nc1ccc2c(c1)N(C)C(=O)c1ccccc1S2,-9%
CC(Sc1nnc(-c2cccs2)n1Cc1ccccc1)C(=O)NCc1ccc2c(c1)OCO2 (stereo unspecified),-9%
O=C(O)C(Cc1ccccc1)N1C(=O)c2ccccc2C1=O (stereo unspecified),4%
Cc1ccc(OC(=O)COc2ccccc2C)c(-n2nc3ccccc3n2)c1,-1%
Cn1c(NC(=O)COc2ccccc2)cc(=O)n(C)c1=O,12%
CCN(CC)Cc1cc(CCNC(=O)c2ccc(Cl)cc2)ccc1O,6%
O=C(CN1CCCN(Cc2ccc(F)cc2Cl)C1=O)NC1CCCCCC1,-6%
CC1=CC(C)(C)NC(=S)N1c1cccc(C)c1,9%
Cc1ccc(CN(C(=O)C(F)(F)F)C(C(=O)NC2CCCCC2)c2ccco2)cc1 (stereo unspecified),-14%
CCN(CC)S(=O)(=O)c1ccc2oc(SCC(=O)NCc3ccccc3)nc2c1,-14%
O=C(NCc1ccccc1)c1ccco1,-2%
COc1ccc(NC(=O)c2cccnc2Nc2ccc(OC)cc2)cc1,-3%
CN1CCN(C(=O)c2ccc3c(c2)OCCO3)CC1,-7%
COC(=O)[C@@]1(Cc2ccc(OC)cc2)[C@H]2c3cc(C(=O)N(C)C)n(Cc4ccc(O)c(OC)c4)c3C[C@H]2CN1C(=O)c1ccccc1,-8%
CCc1cc(C(=O)Nc2ccc(C)cc2Br)cs1,-4%
CCn1nnnc1SCC(=O)N1CCc2ccccc21,1%
CC(=O)c1c(C)[nH]c(C(=O)N2CCN(c3ccc(F)cc3)CC2)c1C,-1%
Cc1ccccc1-n1nc(C(=O)c2cccs2)cc(-c2nc3ccccc3[nH]2)c1=N,14%
COc1ccc(/C=C/c2ccncc2)c2ccccc12,-1%
CCOC(=O)c1ccccc1Nc1cn(C(C)=O)c2ccccc12,54%*
Cc1ccc(C(=O)N2CCN(c3ccc(C(F)(F)F)cn3)CC2)c(C)c1,-11%
c1ccc(-c2c3ccccc3nc3[nH]c4ccccc4c23)cc1,-16%
O=C(Oc1ccc(Cl)c2cccnc12)N1CCCCCC1,-28%
CCCNC(=O)c1c(NC(=O)C2COc3ccccc3O2)sc2c1CCCC2 (stereo unspecified),-15%
CC(=O)c1sc(NC(=O)C(C)(C)C)nc1C,-8%
c1coc(CNCc2cccs2)c1,7%
CC(=O)Nc1nnc(SCC(=O)N2CCN(Cc3ccccc3)CC2)s1,3%
Cn1nc(OC(=O)Nc2cccc(Cl)c2)cc1C(F)(F)F,15%
O=C(NC1CC2CCCC(C1)N2S(=O)(=O)c1ccccc1)C1CCCCC1 (stereo unspecified),-6%
COc1ccc(C(=O)Nc2sc3c(c2C(=O)NCc2ccco2)CCCC3)cc1OC,4%
CC(C)(C)C1CCC(OCC(O)CN2CCN(c3ccccc3)CC2)CC1 (stereo unspecified),-6%
O=C(Nc1cccc(Cl)c1)N1CCN2C(=O)c3ccccc3C12c1ccccc1 (stereo unspecified),-7%
CC(=O)N1[C@H](C)C=C[C@]1(Cc1ccccc1)C(=O)NCCc1c[nH]c2ccccc12,3%
O=C(NCCOC(=O)c1ccccc1C(=O)OCCNC(=O)c1cccnc1)c1cccnc1,-8%
COc1cccc2cc(-c3nnc(SCC(=O)NCCc4ccccc4)n3C)oc12,-15%
COC(=O)C(Cc1c[nH]c2ccccc12)NC(=O)C(C)C (stereo unspecified),-22%
COCc1[nH][nH]c(=O)c1C=Nc1ccc(Oc2ccccc2)cc1,4%
Cc1c(NC(=O)CSc2ncn[nH]2)c(=O)n(-c2ccccc2)n1C,15%
CC(C)(C)C(=O)C(Cc1ccccc1Cl)n1cncn1 (stereo unspecified),-8%
CC(C)C[C@H](NC(=O)OC(C)(C)C)C(=O)N1CCC(C(=O)O)CC1,-29%
CCn1c(SCC(=O)Nc2ccc(OC)cc2)nnc1-c1ccco1,9%
O=C1CCCCCN1Cc1ccccc1,-2%
Cc1nn(-c2ccccc2)c(C)c1C(=O)OCC(=O)NC12CC3CC(CC(C3)C1)C2,-28%
CCC(C)n1c(C)nc2c(c1=O)c1nc3ccccc3nc1n2CCC1=CCCCC1 (stereo unspecified),23%
FC(F)(F)c1cc(-c2cccs2)n[nH]1,-3%
CC1(C)N([O-])C2=C(c3ccccc3C2=O)[N+](=O)C1(C)C,-8%
CCOC(=O)Cc1csc(NC(=O)NC2(C(F)(F)F)Oc3ccccc3O2)n1,11%
O=C1OC2(CCCCC2)OC(=O)C1=CNc1nc2ccccc2s1,-1%

# In another format: results already given.
SMILES | HT1080 viability
COCc1[nH][nH]c(=O)c1C=Nc1ccc(Oc2ccccc2)cc1 | 4%
Cc1c(NC(=O)CSc2ncn[nH]2)c(=O)n(-c2ccccc2)n1C | 15%

# Rewritten bar-delimited: part of the list above.
SMILES | HT1080 viability
CC1(C)N([O-])C2=C(c3ccccc3C2=O)[N+](=O)C1(C)C | -8%
CCOC(=O)Cc1csc(NC(=O)NC2(C(F)(F)F)Oc3ccccc3O2)n1 | 11%
O=C1OC2(CCCCC2)OC(=O)C1=CNc1nc2ccccc2s1 | -1%

# New compounds follow
SMILES,HT1080 viability
CCCc1cc(=O)[nH]c(SCc2cccc(C)c2)n1,4%
COc1cc2c(cc1OC)C1(Nc3c-2c(C)nn3-c2ccccc2)C(=O)Nc2ccccc21 (stereo unspecified),-17%
COc1ccc(C2CC(c3cccs3)=Nc3ccccc3S2)cc1 (stereo unspecified),-3%
O=C(CSc1nc2c(c(C(F)(F)F)n1)CCc1ccccc1-2)NCc1ccc(F)cc1,-8%
O=C(Nc1ccc(C(F)(F)F)cc1)C1CC(=O)N(c2ccc3c(c2)OCCO3)C1 (stereo unspecified),6%
CCOc1cc(-c2nc(-c3ccccc3)c(-c3cc([N+](=O)[O-])ccc3C)[nH]2)ccc1O,18%
Cc1cc(OCC(=O)Nc2ccc3c(c2)OCCO3)cc(C)c1Cl,-3%
Cc1cccnc1Nc1nc(-c2ccc(O)cc2)cs1,21%
COc1ccc(CSC(=N)N)cc1[N+](=O)[O-],-7%
Cc1cccc(OCC(=O)O/N=C(\N)c2ccccn2)c1,-2%
Cc1ccc(NCc2nnc(SCC#N)o2)c(C)c1,-5%
CCOC(=O)CON1C(=O)c2ccccc2C1=O,15%
Cc1oncc1C(=O)NC(C)C,-1%
O=C(NCC#CC(CCc1ccccc1)OCc1ccccc1)c1ccccc1 (stereo unspecified),-27%
COC(=O)c1c(NC(=O)c2ccnn2C)sc(C)c1C,6%
O=C(NC1CC2CCCC(C1)N2C(=O)Nc1ccc(Cl)c(C(F)(F)F)c1)C1CC1 (stereo unspecified),-9%
Cc1cccc(NC(=O)C2CCCN2C(=O)Oc2ccccc2)c1C (stereo unspecified),-5%
COc1cc(OC)c(C#N)c(S(=O)(=O)Cc2ccccc2)c1,21%
CCOc1ccc(NC(=O)CCS(=O)(=O)c2ccc3c(c2)CCCN3C(=O)CC)cc1,1%
O=C(CSc1nnnn1C1CCCC1)Nc1ccc(F)cc1,4%
CCOC(=O)N1CCC(NC(=O)c2cc(C(=O)NCC(OC)OC)ccc2CO)CC1,0%
Cc1nn(Cc2ccc(F)cc2)c(C)c1NC(=O)c1cnn2c1NC(c1ccccc1)CC2C(F)(F)F (stereo unspecified),-16%
CC(C)COC(=O)c1ccc2c(c1O)C(=O)c1ccccc1C2=O,-32%
COc1ccc(-n2c(-c3cnccn3)n[nH]c2=S)cc1,-2%
Cc1cc(C)n(-c2cc(Cl)cc(Cl)c2)c(=O)c1C#N,-4%
CCOC(=O)c1[nH]c2ccc(OC)cc2c1NC(=O)NC(C)C,-12%
Cc1cc(C)n2nc(SCC(=O)N(C)C)nc2n1,-7%
C=CCn1c(CCCOc2ccc(Cl)cc2Cl)nnc1SCC(=O)Nc1nccs1,-9%
CCCCCCn1c(COc2ccccc2F)nnc1SCC(=O)N1c2ccccc2NC(=O)C1(C)C,32%
CCOC(=O)c1c(C)[nH]c(N=Nc2ccc(C)cc2C)c1C,-4%

# Reprinted at random: five records from the list.
SMILES,HT1080 viability
CCOC(=O)c1[nH]c2ccc(OC)cc2c1NC(=O)NC(C)C,-12%
Cc1nc(N)c(C#N)c(-c2ccccc2Cl)c1C,6%
O=C1OC2(CCCCC2)OC(=O)C1=CNc1nc2ccccc2s1,-1%
CC1=CC(C)(C)NC(=S)N1c1cccc(C)c1,9%
Cc1ccc(NCc2nnc(SCC#N)o2)c(C)c1,-5%

# (continued)
SMILES,HT1080 viability
Cc1ccc(C)c2c3c([nH]c12)-c1nonc1CC3,-8%
C#CCOC(=O)c1csc2nnsc12,-19%
Cc1ccc2nc(SCC(=O)N(CC(C)C)c3c(N)n(CC(C)C)c(=O)[nH]c3=O)[nH]c2c1,-10%
O=C(OCC#CCSc1nc2ccccc2o1)c1cc2ccccc2o1,12%
Cc1ccc(S(=O)(=O)C/N=C(/NC(=S)N(c2ccccc2)c2ccccc2)c2ccccc2)cc1,-12%
COc1ccc(N(CCC#N)S(=O)(=O)c2ccc(Cl)cc2)cc1,7%
CCN(C(=O)c1cc2ccccc2oc1=O)c1cccc(C)c1,-5%
COC(=O)c1ccc(C(NC(=O)OCc2ccccc2)/C(C)=C/[C@@H](C)C(=O)Nc2ccc(OC)cc2)cc1 (stereo partly specified),-26%
COC(=O)[C@@]1(Cc2ccc(OC)cc2)[C@H]2c3cc(C(=O)N(C)C)n(CCSCCO)c3C[C@H]2CN1C(=O)c1ccccc1,-38%
CCOC(=O)c1[nH]c(C)c(C(=O)c2ccc(C)cc2)c1C,60%*
Nc1cc(=O)[nH]c(SCC(=O)Nc2ccc(S(=O)(=O)N3CCOCC3)cc2)n1,-15%
Cc1sc2nc(CN(Cc3ccccc3)C(=O)NC3CCCCC3)[nH]c(=O)c2c1C,6%
CN(Cc1ccccc1)c1nc(N)c([N+](=O)[O-])c(Nc2cccc(F)c2)n1,-14%
CCOC(=O)/C(C#N)=C/C1=C(N2CCCC2)CC(C)(C)OC1,-6%
CC(Nc1cccc2ccccc12)C(=O)N/N=C/c1ccccn1 (stereo unspecified),8%
Cc1cccc(-n2c(N)cc(=O)nc2SCC(=O)Nc2nnc(CC(C)C)s2)c1,-2%
N/C(=N\OC(=O)Oc1ccccc1)c1ccc(Br)cc1,5%
CCOC(=O)c1nnn(-c2nonc2N)c1CSc1ccccc1,11%
CCOc1ccc(OCCN2C(=O)NC(Cc3c[nH]c4ccccc34)C2=O)cc1 (stereo unspecified),-4%
COc1ccc(N2C3=C(CC4=C2CCCC4=O)C(=O)CCC3)cc1,4%
Nc1ccccc1C(=O)N(Cc1ccccc1)Cc1ccccc1,2%
Cc1ccc2c3c([nH]c2c1C)-c1nonc1CC3,-9%
CCCN1C(=S)SC(C)(C)C1/[N+]([O-])=C/c1cccnc1 (stereo unspecified),1%
O=C(NCc1ccccc1)C(c1ccc(O)cc1)N(C(=O)Cn1nnc(-c2cccs2)n1)c1ccc2c(c1)OCCO2 (stereo unspecified),-17%
COc1ccc(NC(=O)OC(C)C)cc1,-5%
C(=C\c1cc(/C=C/c2ccccc2)ncn1)/c1ccccc1,-18%
CCOC(=O)c1ccc(NC(=O)CC2C(=O)N(c3ccccc3)C(=O)N2CCCOC)cc1 (stereo unspecified),5%
COc1ccc(C(C#N)Nc2ccccc2)cc1 (stereo unspecified),-10%
COc1cc(OC)cc(C(=O)OCC(=O)Nc2ccc(N3CCCCC3)cc2)c1,-8%
CC(CC1CC(C)(C)OC1=O)C(=O)Nc1nncs1 (stereo unspecified),2%
O=C(O)c1cnn2c(C(F)F)cc(C3CC3)nc12,-5%
CCOC(=O)C(C(=O)OCC)C1CCS(=O)(=O)C1 (stereo unspecified),-3%
COc1cc2c(cc1NC(=O)CSc1nnc(COc3ccc(Cl)cc3)n1C)oc1ccccc12,-2%
CCn1nc(C)cc1Nc1ccccc1,16%
Cc1ccc(Cl)cc1N1CCN(C(=O)Cc2c(C(=O)O)[nH]c3ccccc23)CC1,-7%
Cc1ccc(S(=O)(=O)NC(=NCC(=O)O)c2ccc(F)cc2)cc1,-2%
COc1ccccc1N(CC(=O)Nc1ccc(S(=O)(=O)N2CCCCC2)cc1)S(C)(=O)=O,-9%
CNC(=O)c1snnc1-c1ccccc1,6%
O=c1c2c(nc(NCCO)n1CC1CCCCC1)-c1ccccc1CC21CCCC1,-10%
Fc1ccc(CSc2nc3ncc(Br)cc3[nH]2)cc1,-9%
